MBNL1-CUG inh = blocks human MBNL1 binding to CUG repeat RNA; Q9NR56; 280,000 tested, 0.036% active; TR-FRET MBNL1-His/biotin-(CUG)12 binding, 665/545 ratio; Potency, µM (top dose mostly 57.5 µM), for the others: at the highest dose activity change, negative = inhibition, usual class: inhibitors; active = well fitted inhibition curve with a large enough effect in the signal ratio, with a control signal flat, not every such curve was filed as active; inconclusive = small, poorly fitted or top-dose-only effect, or effect the other way, or a change in a side signal; inactive = no such curve, though single readings can be large or run the other way; the % refers to the signal ratio; also: potency is read from the fitted curve at half-maximal effect; % is scaled to controls: 0 for no effect and ±100 for the full control effect
Target sequence (Q9NR56 whole entry, looked up): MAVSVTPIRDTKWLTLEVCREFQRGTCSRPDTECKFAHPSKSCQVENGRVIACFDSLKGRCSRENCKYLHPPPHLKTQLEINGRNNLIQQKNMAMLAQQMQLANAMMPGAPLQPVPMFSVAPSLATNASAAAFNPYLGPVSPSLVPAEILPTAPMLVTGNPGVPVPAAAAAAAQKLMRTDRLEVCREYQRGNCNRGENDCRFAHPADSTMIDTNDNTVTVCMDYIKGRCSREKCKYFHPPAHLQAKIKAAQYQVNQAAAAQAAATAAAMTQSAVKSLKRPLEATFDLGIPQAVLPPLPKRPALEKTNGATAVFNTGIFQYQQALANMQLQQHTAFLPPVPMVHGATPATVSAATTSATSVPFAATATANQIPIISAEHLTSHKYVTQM
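Inhibition of protein-RNA binding appears as loss of TR-FRET between terbium anti-His antibody on MBNL1-His and streptavidin-XL665 on biotin-(CUG)12. Activity is normalized to buffer-only and uninhibited-complex controls.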
KCNH2 3.1 inh = blocks the human KCNH2 3.1 channel isoform; activity change, % (tested at about 1.8 µM); 340,000 tested, 0.95% active; U2OS KCNH2 3.1, thallium flux FluxOr; active compounds read low;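 active = maximum activity change below -70%; inconclusive = maximum activity change from -70% to -50%; inactive = maximum activity change above -50%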;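 also: thallium influx rate constant from kinetic fluorescence after stimulation buffer; % is scaled to controls: 0 for no effect and ±100 for the full control effect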
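Thallium flux via FluxOr fluorescence (Red40 quencher, 45 min loading) in U2OS cells virally expressing the KCNH2 3.1 isoform (1.77 x 10^8 /mL virus, overnight at 37 C). Rate constants from 2-min kinetic reads post-stimulation, normalised to positive and negative controls.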
hERG WT inh = inhibitors of human wildtype KCNH2 potassium channel | Q12809 | U2OS, BacMam KCNH2, thallium flux FluxOr; active compounds read low | activity change, % at 1.84 µM | 340,000 tested, 0.37% active;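 active = maximum activity change below -70%; inconclusive = maximum activity change between -70% and -50%; inactive = maximum activity change above -50%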; also: % is scaled to controls: 0 for no effect and ±100 for the full control effect
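U2OS cells were transduced with wild-type KCNH2 virus (2.03 x 10^8 / mL) for 4 h at room temperature, then cultured overnight at 37 C. Thallium flux was read with FluxOr dye. Rate constants were normalized to DMSO controls.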
CXXC DNA block = inhibitors of human MLL CXXC domain-DNA interaction. AID 2662. 290,000 tested, 0.037% active. MLL-CXXC / FITC-HOXA9 DNA fluorescence polarization. Q03164. Potency, µM (series often up to 115 µM), inactives show at the top dose activity change, negative = inhibition, actives largely listed as inhibitors; active = well fitted inhibition curve with a large enough effect in the polarisation, with a control signal flat, not every such curve was filed as active; inconclusive = small, poorly fitted or top-dose-only effect, or effect the other way, or a change in a side signal; inactive = no such curve, though single readings can be large or run the other way; the % refers to the polarisation; also: potency is read from the fitted curve at half-maximal effect
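Fluorescence polarization: 7 uM MLL-CXXC (stock) preincubated 5 min with compounds, then 50 nM fluorescein-HOX-A9 DNA (stock) added; 30 min ambient. Buffer 50 mM Tris-HCl pH 7.5, 50 mM NaCl, 1 mM DTT, 0.05% BSA.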
S-ASM inh = blocks human secretory acid sphingomyelinase; 340,000 tested, 0.006% active; Potency, µM (highest dose often 57.5 µM), for inactives: at the highest dose activity change, negative = inhibition, usual class: inhibitors; placental ASM, HMU-PC fluorogenic substrate, 60 min; P17405; also: potency is read from the fitted curve at half-maximal effect
Target sequence (P17405 47-631 limits assumed): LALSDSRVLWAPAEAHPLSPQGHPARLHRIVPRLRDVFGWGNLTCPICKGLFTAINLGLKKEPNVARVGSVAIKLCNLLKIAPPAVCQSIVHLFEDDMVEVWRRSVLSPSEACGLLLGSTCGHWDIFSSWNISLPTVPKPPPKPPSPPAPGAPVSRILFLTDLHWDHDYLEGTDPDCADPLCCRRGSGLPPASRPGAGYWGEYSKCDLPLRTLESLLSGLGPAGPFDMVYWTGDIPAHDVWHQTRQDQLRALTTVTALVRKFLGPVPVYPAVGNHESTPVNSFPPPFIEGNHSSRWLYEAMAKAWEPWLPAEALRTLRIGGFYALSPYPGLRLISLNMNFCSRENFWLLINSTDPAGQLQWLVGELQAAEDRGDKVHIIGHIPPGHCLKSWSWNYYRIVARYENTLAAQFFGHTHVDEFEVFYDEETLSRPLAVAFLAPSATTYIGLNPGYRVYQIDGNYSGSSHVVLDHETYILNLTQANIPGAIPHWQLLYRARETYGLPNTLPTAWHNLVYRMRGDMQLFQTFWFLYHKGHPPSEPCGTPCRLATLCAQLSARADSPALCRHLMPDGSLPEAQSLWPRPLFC
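Fluorescence read-out (Ex 386 nm, Em 447 nm) after stopping the reaction at pH 10. Enzyme: ASM from human placenta; substrate HMU-PC0, 9 uM final; 60 min, 37 °C. Compound preincubation 10 min, ambient temperature.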
A-T KAP1 phos = candidate therapy for ataxia-telangiectasia; Potency, µM (top dose mostly 57.5 µM), for inactives: at the top dose activation, usual class: activators; 320,000 tested, 0.19% active; AID 485349; […] A-T fibroblasts, KAP-1 phosphorylation AlphaLISA; neocarzinostatin DNA damage 30 min before lysis; also: potency is read from the fitted curve at half-maximal effect; % of control where 0% means no effect; nearly all actives have a fitted effect of over 45% in size
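hTERT-immortalized A-T patient fibroblasts ([…]), 500 cells/well in OPTI-MEM, 1% FBS, got compounds for 60 min, then NCS for 30 min at 37C. Lysates were then assayed for phospho-KAP-1 by AlphaLISA (anti-pKAP1 donor, anti-KAP1 acceptor beads), 6 hr at 25C.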
TRPV1 agonist = activates the human vanilloid receptor TRPV1; Q8NER1; TRPV1-expressing cells, Fluo-8 calcium influx, agonist mode; activation, % at 8.33 µM; 320,000 tested, 0.19% active; AID 540275; in the data active = activation above about 80%; inconclusive = between about 30% and that limit; also: 0% is about no effect
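Fluo-8 calcium influx in TRPV1-expressing cells, kinetic read (ex 480/em 520 nm). Compound added and read 3 min for agonist activity, followed by capsaicin at EC20 final and 2 min further read for enhancement.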
GALK inh = galactokinase (human) inhibition | P51570 | AID 1868 | Purified GALK, Kinase-Glo residual ATP luminescence | Potency, µM (top dose mostly 57.5 µM), without a hit: at the highest dose activity change, negative = inhibition, hits mostly inhibitors | 270,000 tested, 0.007% active; also: potency is read from the fitted curve at half-maximal effect; % is scaled to controls: 0 for no effect and ±100 for the full control effect
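ATP-depletion format; final 35 uM ATP, 100 uM D-galactose, 5 nM enzyme; pH 8.0 HEPES/Mg2+ buffer; 60 min RT; luminescence read 10 min after detection reagent.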
a7 integrin act = integrin-mediated muscular dystrophy alleviation activation | alpha7betagal myoblasts, beta-gal FDG fluorescence, 48 h | Potency, µM (doses to about 38.3 µM), inactives show top-dose activation, usual class: activators | 350,000 tested, 0.064% active | AID 624291;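 also: potency is read from the fitted curve at half-maximal effect; 100% = response of the positive control SU9516; nearly all actives have a fitted effect of over 60% in size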
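Alpha7betagal+/- myoblasts (passage 13) were plated 16-24 hr, then exposed to compounds (1:260 dilution of DMSO stock) for 48 hours at 37C. After MPER lysis, β-galactosidase reporter activity was read as FDG fluorescence (ex 480/em 540) after 30 minutes.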
Coupling enz = coupling enzyme interference in Giardia aldolase counter-screen; coupling enzyme system counterscreen, AmpLite Red fluorescence; activity change, negative = inhibition, % at 58.2 µM, hits read low; 290,000 tested, 0.67% active; in the data active = activity change below about -30%; also: % is scaled to controls: 0 for no effect and ±100 for the full control effect
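First, compound is pin-transferred into glyceraldehyde-3-phosphate coupling-enzyme reagent at 57.5 uM final and held 10 min at RT. Next, substrate, coupling system and AmpLite Red are added. After 20 min RT, fluorescence (525/598 nm) is read.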
An asterisk follows results filed as active; ? = inconclusive; . = no result given; [ ] = another dose, or the depositor's remark. Unless noted, calls follow the shape of the dose curve; as a rule, active = well fitted curve in the direction sought with a large enough effect; inconclusive = small, poorly fitted or top-dose-only effect, or another doubt; inactive = no such curve, though single readings can be large; an effect the other way counts as inactive or inconclusive.

Compound	KCNH2 3.1 inh	CXXC DNA block	hERG WT inh	A-T KAP1 phos	a7 integrin act	MBNL1-CUG inh	S-ASM inh	GALK inh	TRPV1 agonist	Coupling enz
O=C(c1cccc(S(=O)(=O)N2CCCC2)c1)N1CCN(c2ccccc2)CC1	0	-2%	-23	-3%	-31%[inhibitor]	9%	-1%	-1%	28	2
O=C(/C=C/NNC(=O)c1ccccc1)c1ccccc1	0	-21%	8	.	11%	11%	-2%	0%	5	-4
COc1ccc(-c2cc3c(=O)n(CC(=O)Nc4ccc(Cl)cc4)nc(C)n3n2)cc1	-7	38%[activator]	-10	-5%	13%	3%	-2%	0%	-3	.
CCOC(=O)c1oc2ccccc2c1CN1CCOCC1	5	18%	9	7%	-34%	-2%	-2%	-1%	-2	4
O=C(NCCN1CCCC1)c1ccc(Br)cc1	5	-10%	11	-8%	0%	6%	0%	4%	-2	6
CC(=O)SC(C)CC(=O)NCc1ccccc1 (stereo not drawn)	-10	1%	-19	3%	6%	6%	0%	2%	0	-1
Cc1ccc(C(OCCN(C)C)c2cccc(C(F)(F)F)c2)cc1 (stereo not drawn)	4	11%	13	1%	-39%	-13%	6%	2%	11	2
Cc1[nH]cnc1CSCc1ccc(Cl)cc1	9	8%	-2	23%	11%	-5%	1%	1%	-5	-1
Cc1nc2sc(C(c3ccc(Cl)cc3)N3CC(C)OC(C)C3)c(O)n2n1 (stereo not drawn)	-6	0%	7	-2%	2%	13%	0%	-1%	0	1
OCCN(Cc1ccccc1)Cc1ccccc1F	-5	0%	39	6%	7%	-4%	0%	0%	7	-5
O=C(NNC(=O)C1CC1)Nc1ccc(Cl)cc1	9	33%[activator]	-7	5%	1%	2%	0%	-3%	1	.
CC(C)COc1ccc(C(=O)OCCN2CCOCC2)cc1	.	-5%	0	19%	2%	3%	5%	0%	3	-2

Additional structures
Compound	KCNH2 3.1 inh	CXXC DNA block	hERG WT inh	A-T KAP1 phos	a7 integrin act	MBNL1-CUG inh	S-ASM inh	GALK inh	TRPV1 agonist	Coupling enz
Cc1ccccc1C(=O)NCCNC(=O)c1ccccn1	4	-2%	-15	-2%	13%	1%	6%	-3%	0	0
Cc1cc(NC(=O)CSc2nccn2C)n(-c2ccccc2)n1	-13	16%	1	28%	?	-6%	-1%	0%	4	3
CC1(C)CCN2CCC(C)(C)c3c(O)ccc1c32	-16	4%	-6	0%	-35%	13%	6%	-1%	?	-30*
CC(C)[C@H](NC(=O)[C@H]1N2C(=O)c3ccccc3C2SC1(C)C)C(=O)NCc1ccco1 (stereo partly drawn)	-2	-2%	4	-6%	7%	-3%	1%	3%	4	.
CCC(Cc1ccccc1)NC(=O)/C=C/c1ccco1 (stereo not drawn)	-2	-28%	-24	7%	7%	7%	-2%	-2%	4	-1
O=C1CC(c2ccc(S(=O)(=O)Nc3cc(C(F)(F)F)cc(C(F)(F)F)c3)cc2)CN1 (stereo not drawn)	4	-22%	-3	6%	15%	-4%	2%	-5%	1	4
O=C(CNC(=O)c1ccc(-c2ccccc2)cc1)Nc1ccc(S(=O)(=O)Nc2ncccn2)cc1	-7	-6%	2	4%	1%	.	-1%	-2%	0	-4
C=CCNC(=O)Nc1ccc(F)c(Cl)c1	-8	34%	.	5%	-8%	-9%	1%	7%	22	0
COc1ccc(-c2nn(-c3ccccc3)cc2/C=C/C(=O)OCC(=O)Nc2ccc(C#N)cc2)cc1	-12	?	27	3%	-23%	-2%	-2%	1%	28	-2
NC(=S)N/N=C/c1cccc(/C=N/NC(N)=S)c1	-128*	-3%	-3	-3%	22%	22%	5%	1%	-3	1
COc1ccccc1CC(=O)Nc1ncc(C)s1	-26	5%	-1	0%	-15%	-4%	3%	-6%	0	-1
O=C(CSc1nnc(COc2ccc(Cl)cc2)o1)N1c2ccccc2CCc2ccccc21	1	0%	-5	-4%	?	-5%	-1%	-1%	-4	1

Carrying on:
Compound	KCNH2 3.1 inh	CXXC DNA block	hERG WT inh	A-T KAP1 phos	a7 integrin act	MBNL1-CUG inh	S-ASM inh	GALK inh	TRPV1 agonist	Coupling enz
O=C(/C=C/Nc1ccc([N+](=O)[O-])cc1Br)c1cccc2ccccc12	-1	?	-13	-10%	18%	1%	-8%	1%	-5	-2
O=C(Nc1nc(-c2ccccc2)cs1)C1c2ccccc2Oc2ccccc21	-4	11%	-2	5%	-12%	2%	-9%	1%	1	-1
COc1ccc(Cl)cc1NC(=O)NC(C)c1ccncc1 (stereo not drawn)	18	10%	-1	3%	15%	0%	2%	-1%	10	-13
Cc1cccc(/C(N)=N/OC(=O)COc2ccccc2Cl)c1	7	0%	39	22%	15%	-20%[11.5 µM]	-5%	.	6	0
Cc1ccc2c(c1)NC(=O)C(N1CCOCC1)(C(F)(F)F)O2 (stereo not drawn)	1	-2%	4	0%	12%	4%	-2%	0%	4	-4
CCS(=O)(=O)N1CCC(C(=O)NCCCN2CCN(c3ccccc3F)CC2)CC1	6	7%	4	2%	-8%	-11%	6%	1%	0	.
Nc1c(C(=O)Nc2ccc3c(c2)OCCO3)nnn1Cc1cccc(Cl)c1	-2	.	0	11%	-34%	.	-3%	.	2	.
CC(=O)Nc1ccc(-c2csc(NC(=O)c3ccc(C)o3)n2)cc1	-2	11%	8	.	3%	9%	-1%	2%	4	-5
CCOC(=O)N1CCN(C(=O)/C(=C\c2cccs2)NC(=O)c2cccs2)CC1	-16	-9%	-3	17%	2%	?	2%	4%	1	10
CC(C)C(=O)N1CC(=O)Nc2ccc(F)cc2C1c1ccc(F)cc1 (stereo not drawn)	-11	35%[activator]	14	10%	1%	8%	2%	-2%	-1	1
CC(=O)CSc1nnc(C(F)(F)F)n1C	-12	-9%	1	-7%	9%	-11%	1%	4%	0	1
CC(=O)c1ccc(N2C(=NC(=O)COc3ccccc3)SC3CS(=O)(=O)CC32)cc1 (stereo not drawn)	19	17%	-2	-11%	24%	1%	5%	-9%	3	.

Next records follow:
Compound	KCNH2 3.1 inh	CXXC DNA block	hERG WT inh	A-T KAP1 phos	a7 integrin act	MBNL1-CUG inh	S-ASM inh	GALK inh	TRPV1 agonist	Coupling enz
COc1ccc(OC)c(NC(=O)CCCNC(=O)c2ccc(Cl)cc2)c1	4	4%	-12	4%	-11%	-10%	1%	3%	-3	1
CC(=O)NC(CC(=O)NC1CCCCC1)c1ccccc1 (stereo not drawn)	-5	9%	1	2%	-12%	-4%	0%	0%	-1	0
CSc1ccccc1NC(=S)Nc1cccc(C(F)(F)F)c1	4	25%	-4	1%	4%	-5%	-1%	1%	2	0
Cc1noc(C(=O)Nc2cccnc2Cl)c1Cl	-14	4%	-10	-9%	8%	-1%	0%	.	-1	4
CCn1c(NCc2ccccc2Cl)nc2ccccc21	5	1%	3	-1%	-2%	-2%	-2%	-2%	16	2
O=C(CCS(=O)(=O)c1ccc(Cl)cc1)N1CCN(c2ccccc2F)CC1	-7	-8%	-6	19%	3%	-13%	1%	4%	-3	-3
Nc1nc(-n2cnnc2)nn1-c1ccccc1	4	0%	-4	-3%	-8%	-5%	4%	2%	3	5
CCN1CCN(c2nc(-c3cccs3)nc3ccccc23)CC1	0	10%	4	-1%	-13%	11%	0%	0%	16	2
CCc1noc2c1/C(=N\O)CC(c1ccccc1)C2 (stereo not drawn)	-7	9%	-2	2%	21%	3%	-21%	0%	11	7
C=CCOc1ccc(Cl)cc1C(=O)O	2	5%	0	-1%	-11%	2%	4%	0%	1	-2
CC12CCC(C(=O)N(NC(=O)c3ccccc3O)C1=O)C2(C)C (stereo not drawn)	-2	0%	-6	2%	-35%	?	5%	.	3	4
COc1cccc(-c2c(-c3cc(OC)cc(OC)c3)n(C)c3ccc(-c4ccc5cc[nH]c5c4)cc23)c1	4	.	-5	14%	20%	.	13%	.	.	.

Next part.
Compound	KCNH2 3.1 inh	CXXC DNA block	hERG WT inh	A-T KAP1 phos	a7 integrin act	MBNL1-CUG inh	S-ASM inh	GALK inh	TRPV1 agonist	Coupling enz
Cc1ccccc1C(=O)c1cccn1CC(=O)O	-7	3%	-4	.	20%	1%	3%	-1%	3	8
CCn1c(SCC(=O)Nc2nc(C)c(C)s2)nnc1-c1ccco1	2	3%	-10	1%	0%[7.66 µM]	4%	-3%	6%	1	-1
CS(=O)(=O)N(C(=O)NC(=O)NC1CCS(=O)(=O)C1)C1CCCCC1 (stereo not drawn)	-3	-2%	-4	-5%	-3%	-3%	-1%	0%	5	2
O=C(COC(=O)c1ccco1)NCc1ccc2c(c1)OCO2	14	1%	3	9%	-31%	4%	5%	-1%	1	0
CCN(CC)S(=O)(=O)c1ccc(OC)c(NC(=O)OCc2ccccc2)c1	2	57%[activator]	3	10%	-5%	-4%	-3%	-3%	?	1
O=C(Nc1cccnc1)Nc1cc(Cl)cc(Cl)c1	-1	10%	-13	6%	38%	-17%	-4%	-2%	?	-1

Bioassay records from PubChem.
